Screens deposited in PubChem BioAssay by NCI.
yeast rad50: NCI yeast anticancer drug screen, S. cerevisiae rad50 strain. growth inhibition, % at 50 µM. 79,000 compounds, 10% hits. AID 155;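 further: 0% = growth of vehicle-only cultures of the same strain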
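DNA repair mutant yeast, compound exposure, growth read-out; inhibition is taken relative to vehicle.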
yeast bub3: NCI yeast anticancer drug screen, S. cerevisiae bub3 mutant strain. growth inhibition, % at 50 µM. 78,000 compounds, 9.9% hits. AID 167;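 further: 0% = growth of vehicle-only cultures of the same strain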
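Inhibition values come from growth of compound-treated mutant yeast normalised to vehicle-treated controls.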
cln2 rad14: NCI yeast anticancer drug screen, S. cerevisiae cln2 rad14 strain; growth inhibition, % at 50 µM; 78,000 compounds, 8.3% hits; AID 165;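 further: 0% = growth of vehicle-only cultures of the same strain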
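Yeast carrying cln2 and rad14 alterations (cell cycle control and DNA damage repair) were exposed to compounds. Growth inhibition was measured against vehicle-treated controls.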
yeast mlh1 rad18: NCI yeast anticancer drug screen, S. cerevisiae mlh1 rad18 strain. growth inhibition, % at 50 µM. 79,000 compounds, 11% hits;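 further: 0% = growth of vehicle-only cultures of the same strain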
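Steps: expose repair-defective yeast to compound; measure growth; express inhibition against vehicle-treated controls.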
yeast sgs1 mgt1: NCI yeast anticancer drug screen, S. cerevisiae sgs1 mgt1 strain. growth inhibition, % at 50 µM. 78,000 compounds, 10% hits;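 further: 0% = growth of vehicle-only cultures of the same strain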
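Read-out: growth inhibition vs vehicle controls. Cells: mutant yeast strain deficient in DNA damage repair.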
yeast mec2-1: NCI yeast anticancer drug screen, S. cerevisiae mec2-1 strain. growth inhibition, % at 50 µM. 79,000 compounds, 9% hits;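 further: 0% = growth of vehicle-only cultures of the same strain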
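Using mec2-1 yeast: add compound, measure growth, express inhibition versus vehicle-treated cultures.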
Numbers without * were called inactive; . = no result given; & = joins results of further samples. No stated cut-off is given here; in the data, active means growth inhibition above about 70%; inactive means the rest.

SMILES	yeast rad50	yeast bub3	cln2 rad14	yeast mlh1 rad18	yeast sgs1 mgt1	yeast mec2-1
Cc1cc2c(c(C(C)(C)C)c1)OC(=O)/C2=C1/C(=O)Oc2c1cc(C)cc2C(C)(C)C	8	2	1	-13	-9	-8
CC1(O)c2ccccc2CCc2ccccc21	-12&-12	-1&3	20&-37	-3&13	6&-4	-8&3
c1ccc(CCN=C2c3ccccc3-n3cccc32)nc1	34	11	-28	16	-7	1
O=C(C[n+]1cccc(Cl)c1)c1ccccc1	-4	-5	-10	0	8	8
Cc1ccc2nc(C3CCCCC3)cc(C(=O)O)c2c1	27	-8	-16	18	13	-6
CCCCCCCCCCCCCC(=O)NCO	-43	-2	24	27	4	-6
COc1cccc(C2=NC(C(C)C)CO2)c1OC (centres undefined)	-11	-8	20	-4	-16	-16
O=C(Nc1cccc2ccccc12)OC1CCCC1	1	6	-54	-29	-14	-12
CCCCCC1CCC(O)CC1 (centres undefined)	16	4	-61	-8	21	7
O/N=C(\CC(O)(C(F)(F)F)C(F)(F)F)c1cccs1	81*	76*	88*	94*	46	77*
CC1CC2(C)ON=C(c3ccccc3)N2c2ccccc2S1 (centres undefined)	88*	87*	87*	84*	83*	90*
CC(C)N(C(=S)/N=C1/SCS(=O)(=O)N1Cc1ccccc1)C(C)C	31	-3	11	19	11	5
CCN1/C(=C/C=C/C=C/c2oc3ccccc3[n+]2CC)Oc2ccccc21	34	0	37	17	10	6
CCOc1ccc(NC(=S)/N=C/c2c(O)cc(C)oc2=O)cc1	-19	-7	-12	-14	2	5
O=C(Nc1c(Cl)c(C2CC2)nn1-c1ccccc1)C(Cl)(Cl)Cl	-3	11	-3	11	14	-2
COc1ccc(CCN2C(=O)C=CC2=O)cc1OC	83*	.	.	84*	.	92*
CCC1(C)COC(CC)(c2ccccc2)OC1 (centres undefined)	14	-9	-19	8	-1	1
C(=N\N1CN(/N=C/c2ccccc2)C(c2ccccc2)C1c1ccccc1)/c1ccccc1 (centres undefined)	-6	-2	7	7	4	-3
CS(=O)(=O)OC(OS(C)(=O)=O)(OS(C)(=O)=O)OS(C)(=O)=O	16	-2	-8	9	1	6
CN(C)CCCc1ccc2oc3ccccc3c2c1	78*	69	27	48	49	41
O=C(/C=C/c1ccc([N+](=O)[O-])cc1)NN=C(c1ccccc1)c1ccccc1	-20	-10	-7	0	-12	-16
CCCCCCCCCCC/C(C)=N/Nc1ccc([N+](=O)[O-])cc1[N+](=O)[O-]	6	0	12	-13	2	-5
BrCCOC(OCCBr)(c1ccccc1)c1ccccc1	20	5	12	6	2	-11
CC(=O)Nc1ccc2c(=O)cc[nH]c2n1	14	-3	2	31	2	3
CNS(=O)(=O)NC	-17	7	5	6	-15	-13

Record cards, from the list above. Values in the order: yeast rad50, yeast bub3, cln2 rad14, yeast mlh1 rad18, yeast sgs1 mgt1, yeast mec2-1
CN(C)CCCc1ccc2oc3ccccc3c2c1 is listed as 78*, 69, 27, 48, 49, 41
Cc1ccc2nc(C3CCCCC3)cc(C(=O)O)c2c1 is listed as 27, -8, -16, 18, 13, -6
CC(C)N(C(=S)/N=C1/SCS(=O)(=O)N1Cc1ccccc1)C(C)C is listed as 31, -3, 11, 19, 11, 5
c1ccc(CCN=C2c3ccccc3-n3cccc32)nc1 is listed as 34, 11, -28, 16, -7, 1
CCCCCC1CCC(O)CC1 (centres undefined) is listed as 16, 4, -61, -8, 21, 7

Further compounds:
SMILES	yeast rad50	yeast bub3	cln2 rad14	yeast mlh1 rad18	yeast sgs1 mgt1	yeast mec2-1
CCOC(=O)c1cnc2cc3c(cc2c1Nc1cccc(Cl)c1)OCO3	-1	0	-47	7	-12	-4
CCN(CC)CCOC(=O)C1CCCCC1C(=O)C1CCCCC1 (centres undefined)	29	1	34	12	21	-2
C/C([O-])=N\[N+](C)(C)Cc1ccccc1	-5	-7	-23	6	-12	1
CNc1ncc(-c2nnnn2-c2ccccc2)c(CN(C)C)n1	-36	-3	5	25	-3	-3
CCCCCCCCCCCCCCCCCCC(NC(C)=O)C(=O)O (centres undefined)	-11	20	-112	-28	-10	-14
CC(=C=CC(c1ccccc1)(c1ccccc1)c1ccccc1)CC(c1ccccc1)(c1ccccc1)c1ccccc1	95*	98*	97*	94*	90*	98*
CN(C)Cc1cc(C(=O)/C=C/c2c(F)cccc2Cl)cc(CN(C)C)c1O	2	-14	1	7	2	21
CN(C)c1c(Cl)c(=O)oc2c1ccc1nc(-c3ccccc3)ncc12	6	-1	2	11	6	2
O=C(Nc1ccc(Cl)c(Cl)c1)Oc1ccc(-c2ccccc2)cc1	73*	88*	44	96*	93*	88*
CSc1nnc(SC)nn1	82*	93*	88*	71*	83*	78*
CN(C)CC(CN(C)C)C(=O)c1ccc(Oc2ccc(Cl)cc2)cc1	8	52	5	7	51	52
Cc1ccc2[nH]c(=O)[nH]c(=O)c2c1	-6	-4	-45	-13	-4	-5
Cc1[nH]nc2c1NC(=O)OC(C)(C)C2	1	-7	-22	3	3	-2
CCCCCCCCCCCCCCCCCC(=O)N1CCN(C(=O)CCCCCCCCCCCCCCCCC)C1	30	-1	-19	1	-4	-18
CC1=CC(C(O)C(C)C)C(C)(Cc2ccc(C)cn2)NC1c1ccccc1 (centres undefined)	51	-2	15	0	5	-6
Cc1ccc(-c2cc(=O)c3cc(C)c(C)c(C(=O)O)c3o2)cc1N	-9	14	6	-7	12	-4
COc1ccccc1N=NC(C(=O)c1ccccc1)C(=O)c1ccccc1	93*	93*	89*	92*	94*	94*
C=CC(C)(C)/C=C/C=O	-19	25	6	-32	-12	-15
COc1cc(C2C3=C(CCCC3=O)N(c3ccc(C)cc3)C3=C2C(=O)CCC3)c([N+](=O)[O-])cc1OC	-11	4	2	0	3	-4
CSC(=S)SC(SC)S(C)(=O)=O (centres undefined)	98*	100*	99*	99*	99*	100*
Cc1cccc(C(C)C)c1N1C(=O)C(=O)C(c2nc3ccccc3o2)C(=O)C1=O	-6	16	39	31	16	2
O=C1c2cc3c(cc2CC12Cc1ccc4c(c1C2=O)CCCC4)CCCC3 (centres undefined)	-3	7	4	10	-10	-4
O=S1OCCS1 (centres undefined)	99*	99*	97*	99*	98*	99*
O=C1C2CCCC2C1(c1ccccc1)c1ccccc1 (centres undefined)	-7	50	-36	11	64	39
O=C1NC(N2CCOCC2)=N/C1=C\c1ccco1	-29	-18	20	-30	12	8

Next records
SMILES	yeast rad50	yeast bub3	cln2 rad14	yeast mlh1 rad18	yeast sgs1 mgt1	yeast mec2-1
C(=C\c1ccc(-c2ccccc2)cc1)/c1ccccc1	7	-2	10	6	4	-27
ClC1(Cl)C(Cl)(Cl)C12c1ccccc1-c1ccccc12	99*	98*	87*	99*	99*	99*
CC(C)OC(=O)CCCCCC1CCCCC1	1	0	32	9	1	14
CC(=O)Nc1cc2c(cc1Cl)-c1ccc(Br)cc1C2	6	1	-23	-20	-2	-13
CC(=O)Oc1cc2c3c(c1)CCCN3CCC2	-18	-18	-22	0	-5	-15
O=C(O)Cc1ccc(I)cc1	58	34	-54	25	27	-1
O=C(O)C(Cc1cnc[nH]1)N=Cc1nc(-c2ccccc2)oc1O (centres undefined)	-36	-29	0	-38	-46	-33
CC(C)=CC(=O)OC1C2C(CC(C)C3C(O)CC(=O)C13C)OC(=O)C2C (centres undefined)	0	-28	18	-17	0	-44
CCCCCCC(=O)/C=C/c1ccccc1Cl	-12	15	10	10	-1	-30
CCOC(=O)c1sc(N/N=C2\NC(=O)/C(=C/c3ccc([N+](=O)[O-])cc3)S2)nc1C	93*	95*	87*	96*	98*	74*
C/C(=N\NC(=S)NC(CCC(=O)O)C(=O)O)c1ccccn1 (centres undefined)	36	30	20	28	41	22
Cc1ccccc1C(=O)c1cccc2cccc(C(=O)c3ccccc3C)c12	13	11	8	1	-11	1
CCCCCCCCCCCC(=O)NC1CCS(=O)(=O)C1 (centres undefined)	21&-21	8&-4	22&-21	-6&-8	0&-27	-14&-18
C=C(C)CC(O)CCCCC (centres undefined)	15	17	-34	-13	20	-6
CCOC(=O)C1NN=C(C(=O)OC)C1c1ccccc1 (centres undefined)	1	11	4	-11	-25	-9
CSC(=S)Nc1cccc(C)n1	42	54	38	70*	45	32
CC(C)[Si]1(C(C)C)OCC2OC(n3ccc(=O)[nH]c3=O)C([Se]c3ccccc3)C2O[Si](C(C)C)(C(C)C)O1 (centres undefined)	0	-50	-17	-62	-26	-22
CC(=O)OCC1OC(OCCCc2ccccc2)C(OC(C)=O)C(OC(C)=O)C1OC(C)=O (centres undefined)	21	-66	-48	25	6	6
N#CN=CN1CCN(c2ccccc2)CC1	5	-5	-23	-12	0	-11
N#CCCSC(=S)N1CCCCC1	-4	13	13	-6	-7	-7
OC(CCCN1CCN2CCc3[nH]c4ccccc4c3C2C1)c1ccc(F)cc1 (centres undefined)	24	1	14	11	14	-2
N#CC(OC(=O)c1cccc(C(=O)OC(C#N)(C(F)(F)F)C(F)(F)F)c1Sc1ccccc1)(C(F)(F)F)C(F)(F)F	27	8	-8	-1	-10	14
Cc1cc(C)c(C#N)c(SC(C(=O)Nc2cc(C(F)(F)F)ccc2Cl)c2ccccc2)n1 (centres undefined)	2	3	19	8	24	-13
CCOc1ccc(Br)cc1/C=C/C(C)=O	-9	.	.	-14	.	-46
CCOC(=O)CCC(N)C(=O)OCC (centres undefined)	-26&1&21	-9&7&1	-41&-29&6	-16&24&11	-20&-2&8	0&-5&-4
Cc1ccc(NC(=O)CC/C(CC(=O)C(C)(C)C)=N\NC(=O)C[n+]2ccccc2)cc1C	-9	-7	16	-8	-5	31
O=C1c2ccccc2C(=O)N1C/C(Cl)=C/Cl	-22	9	-4	-23	-11	-6

Entries above with two or more sulfur atoms (8):
SMILES	yeast rad50	yeast bub3	cln2 rad14	yeast mlh1 rad18	yeast sgs1 mgt1	yeast mec2-1
CC(C)N(C(=S)/N=C1/SCS(=O)(=O)N1Cc1ccccc1)C(C)C	31	-3	11	19	11	5
CS(=O)(=O)OC(OS(C)(=O)=O)(OS(C)(=O)=O)OS(C)(=O)=O	16	-2	-8	9	1	6
CSc1nnc(SC)nn1	82*	93*	88*	71*	83*	78*
CSC(=S)SC(SC)S(C)(=O)=O (centres undefined)	98*	100*	99*	99*	99*	100*
O=S1OCCS1 (centres undefined)	99*	99*	97*	99*	98*	99*
CCOC(=O)c1sc(N/N=C2\NC(=O)/C(=C/c3ccc([N+](=O)[O-])cc3)S2)nc1C	93*	95*	87*	96*	98*	74*
CSC(=S)Nc1cccc(C)n1	42	54	38	70*	45	32
N#CCCSC(=S)N1CCCCC1	-4	13	13	-6	-7	-7

Ordered by count of non-hydrogen atoms (smallest number first): 3 of the compounds above
SMILES	yeast rad50	yeast bub3	cln2 rad14	yeast mlh1 rad18	yeast sgs1 mgt1	yeast mec2-1
C=C(C)CC(O)CCCCC (centres undefined)	15	17	-34	-13	20	-6
CSC(=S)Nc1cccc(C)n1	42	54	38	70*	45	32
N#CN=CN1CCN(c2ccccc2)CC1	5	-5	-23	-12	0	-11
